# Compound activity deposited in PubChem BioAssay by National Center for Advancing Translational Sciences (NCATS).
# GLP1R cytotox: qHTS of GLP-1 Receptor Inverse Agonists: Cytotox Screen | HEK293 cAMP-luciferase reporter cells, luminescence, 24 h | Potency, µM (titrated, usually from 38.3 µM), without a hit: at the top dose activity change, negative = inhibition, usual class: inhibitors | 410,000 tested, 0.13% active | AID 624418, 2012;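 also: loss of luciferase light is scored as toxicity; potency is read from the fitted curve at half-maximal effect; % is scaled to controls: 0 for no effect and ±100 for the full control effect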
#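 Here, cytotoxicity is scored as loss of luminescence. The MLSMR collection was tested on cells seeded in medium containing 10% Nu serum, with a 24 hr compound exposure preceded by 12 hours of culture.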
# MCF10A rereplic: A quantitative high throughput screen for small molecules that induce DNA re-replication in MCF 10a normal breast cells; MCF 10A DNA re-replication, Hoechst nuclear intensity, 48 h; Potency, µM (series often up to 46.1 µM), inactives show at the top dose activity, positive = re-replication, most hits filed as activators; 350,000 tested, 2.9% active; also: potency is read from the fitted curve at half-maximal effect; % of control where 0% means no effect; nearly all actives have a fitted effect of over 50% in size
# SW480 rereplic: A quantitative high throughput screen for small molecules that induce DNA re-replication in SW480 colon adenocarcinoma cells; Potency, µM (titrated, usually from 46.1 µM), for the others: at the top dose re-replication activation, hits mostly activators; 340,000 tested, 1.8% active; SW480 DNA re-replication, Hoechst DNA content imaging, 48 h; also: potency is read from the fitted curve at half-maximal effect; % of control where 0% means no effect; nearly all actives have a fitted effect of over 55% in size
#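 250 cells/well; 23 nL cpd via pin tool; 48 hr, 37 C, 5% CO2; Hoechst 40 min; imager read of total nuclear intensity, ex 405/em 500-530 nm.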
# HT1080-NT tox: qHTS for induction of synthetic lethality in tumor cells producing 2HG: qHTS for the HT-1080-NT fibrosarcoma cell line; HT-1080-NT fibrosarcoma viability, CellTiter-Glo ATP luminescence, 48 h; Potency, µM (doses to about 46.1 µM), without a hit: top-dose activity, negative = less viability, most hits filed as cytotoxic; 360,000 tested, 1.6% active;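 also: NT is the 2HG producing partner of a matched IDH1 knockdown line; potency is read from the fitted curve at half-maximal effect; 0% = DMSO-treated cells and -100% = media-only wells without cells; nearly all actives have a fitted effect of over 55% in size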
#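 HT-1080-NT; 750 cells/well; 5% FBS RPMI; 48 h compound, 37 degrees C; CellTiter-Glo luminescence; curve fitting and curve-class assignment.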
# HT1080 IDH1KD tx: qHTS for induction of synthetic lethality in tumor cells producing 2HG: qHTS for the HT-1080-IDH1KD cell line; HT-1080 IDH1 knockdown viability, ATP luminescence, 48 h; Potency, µM (doses to about 46.1 µM), inactives show at the top dose activity, negative = toxicity, actives largely listed as cytotoxic; 360,000 tested, 2% active; AID 686971, 2013;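 also: potency is read from the fitted curve at half-maximal effect; 0% = DMSO wells and -100% = cell-free medium wells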
#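 Knockdown cells (IDH1KD HT-1080) received compounds 2 h after plating at 750 cells/well and were kept 48 h at 37 °C in 5% FBS RPMI. A CellTiter-Glo luminescence read gave % activity for curve fitting.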
# IL1B secr inh: qHTS for Inhibitors of Inflammasome Signaling: IL-1-beta AlphaLISA Primary Screen. THP-1 LPS/ATP IL-1B secretion, AlphaLISA, 16 h; stronger effect = lower value. activity change, % at 57.5 µM. 360,000 tested, 4.7% active. AID 743279, 2014; in the data active = activity change below about -50%; inconclusive = mostly about -30% to -49%; also: % is scaled to controls: 0 for no effect and ±100 for the full control effect
#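 THP-1 cells pretreated 1 hr with compounds (up to 57.5 uM final), then stimulated with LPS (250 ng/mL final) plus ATP (1.25 mM final); secreted IL-1B measured by AlphaLISA after 16 hr, decreased signal indicating inhibition.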
# KB-V1 MDR tox: qHTS assay for MDR1-selective chemotherapeutics: Primary screen using the drug-selected MDR subline cells KB-V1 | KB-V1 MDR cells viability, CellTiter-Glo, 72 h | Potency, µM (highest dose often 46.1 µM), for inactives: at the top dose activity change, negative = cytotoxicity, most hits filed as cytotoxic | 400,000 tested, 3.4% active | AID 1347076, 2019; also: potency is read from the fitted curve at half-maximal effect; % is scaled to controls: 0 for no effect and ±100 for the full control effect; nearly all actives have a fitted effect of over 60% in size
#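 Cytotoxicity toward P-gp-expressing KB-V1 cells was determined as loss of CellTiter-Glo luminescence after 72 h at 37 degrees C. Compounds were tested in quantitative HTS format across a concentration range, with curves fitted to normalized data.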
# DRD3 agonist: qHTS of D3 Dopamine Receptor Agonist: qHTS. D(3) dopamine receptor (Homo sapiens), P35462. D3R DiscoveRx beta-arrestin cells, luminescence, 90 min. max activation, %. 410,000 tested, 0.58% active. AID 652048, 2013; in the data active = max activation above about 30%; also: 0% is about no effect; mostly tested at two doses, the higher about 12 µM
# Target sequence (P35462 whole entry, looked up): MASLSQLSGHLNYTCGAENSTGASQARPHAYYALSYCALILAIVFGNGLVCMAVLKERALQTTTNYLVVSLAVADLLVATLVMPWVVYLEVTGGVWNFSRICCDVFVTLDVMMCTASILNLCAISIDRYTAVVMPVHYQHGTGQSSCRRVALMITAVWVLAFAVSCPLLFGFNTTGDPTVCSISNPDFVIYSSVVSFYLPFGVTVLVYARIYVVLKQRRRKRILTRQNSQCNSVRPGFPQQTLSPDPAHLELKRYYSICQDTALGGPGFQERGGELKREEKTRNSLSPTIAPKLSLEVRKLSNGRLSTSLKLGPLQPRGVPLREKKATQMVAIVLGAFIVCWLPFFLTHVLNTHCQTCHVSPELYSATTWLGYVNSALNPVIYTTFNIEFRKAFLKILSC
#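 Agonist mode: compounds and dopamine controls were applied to plated cells for 90 min at 37 degrees C after an overnight attachment at 1500 cells/well. Luminescent read-out followed 30 - 60 minutes at room temperature with DiscoveRx detection reagent.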
# KB-3-1 tox: qHTS assay for MDR1-selective chemotherapeutics: Primary screen using the parental adenocarcinoma cell KB-3-1; KB-3-1 viability, CellTiter-Glo ATP luminescence, 72 h; Potency, µM (top dose mostly 46.1 µM), for the others: at the top dose activity change, negative = cytotoxic, usual class: cytotoxic; 400,000 tested, 1.4% active; also: potency is read from the fitted curve at half-maximal effect; % is scaled to controls: 0 for no effect and ±100 for the full control effect; nearly all actives have a fitted effect of over 60% in size
#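 KB-3-1 cells, DMEM (no phenol red) + 10% FBS; compound by pin transfer, 72 h, 37 °C. Readout: CellTiter-Glo luminescence after 10 min. Data normalized, curve-fitted.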
# Starred values were filed as active, the others as inactive; i = inactive; ? = inconclusive; nt = no result given; [ ] = another dose, or the depositor's remark. Unless noted, calls follow the shape of the dose curve; as a rule, active = well fitted curve in the direction sought with a large enough effect; inconclusive = small, poorly fitted or top-dose-only effect, or another doubt; inactive = no such curve, though single readings can be large; an effect the other way counts as inactive or inconclusive.
SMILES,GLP1R cytotox,MCF10A rereplic,SW480 rereplic,HT1080-NT tox,HT1080 IDH1KD tx,IL1B secr inh,KB-V1 MDR tox,DRD3 agonist,KB-3-1 tox
O=C1/C(=C\c2cccc(O)c2O)SC(=S)N1Cc1ccccc1,?,?,18µM*,?,?,-98*,?,9,?
NC(=O)CN1CCOCCN(CC(N)=O)CCOCC1,-7%,-11%,0%,19%,8%,18,23%,-9,-8%
O=C1CCCN1C(=O)CSc1ccc2ccccc2n1,0%,0%,0%,19%,10%,19,?,3,0%
COCCn1c(=NC(=O)CSCC(=O)N2CCOCC2)sc2ccccc21,11%,6%,-5%,4%,20%,i,?,2,12%
Cc1noc(C)c1COc1ccccc1C(=O)NC(C)CCc1ccccc1 (stereo not drawn),-9%,-1%,4.1µM*,-2%,-9%,12,-2%,-7,-3%
O=c1[nH]c2cc3c(cc2cc1C(c1nnnn1Cc1ccccc1)N1CCCCCC1)OCCO3 (stereo not drawn),1%,?,21µM*,-19%,-4%,-15,?,-1,?
C[C@@H]1CC=C[C@@H]2[C@H]1C(=O)N(Cc1ccccc1)[C@H]2c1cccc(Br)c1,-6%,-31%[inhibitor],-6%,9%,0%,28,-1%,-9,0%
CCOC1=C2[C@H]([C@H]3C(=O)N(c4ccccc4)C(=O)[C@H]3C1)[C@@H](c1ccccc1)N(S(=O)(=O)c1ccc(C)cc1)[C@H]2c1ccccc1,1%,nt,nt,24%,?,22,10%,3,0%
O=C(COC(=O)C1CC(=O)N(Cc2ccco2)C1)Nc1nc(-c2ccc(F)cc2)cs1 (stereo not drawn),-7%,-4%,?,2%,0%,9,?,-8,-10%
COc1ccccc1CCNC(=O)c1ccc(NC(=O)N2CC(C)Sc3ccccc32)cc1 (stereo not drawn),-24%,nt,nt,nt,nt,nt,-10%,7,-20%
CCOc1ccccc1OCCCC(=O)NC1=NCCS1,12%,-2%,0%,2%,-1%,31,5%,-1,-1%
CCc1cccc(NC(=O)c2ccc(Cn3c(=O)[nH]c4ccsc4c3=O)cc2)c1,3%,3%,2%,-9%,-1%,5,-7%,-8,3%
CCCc1nc2ccccc2c(C(=O)N(CC)CC(=O)NCc2cccs2)c1CC,-2%,15%,?,-5%,2%,-5,-2%,14,4%
COc1cccc(-c2nc(CS(=O)CC(=O)NCCCOC(C)C)c(C)o2)c1 (stereo not drawn),-7%,4%,2%,10%,1%,20,-11%,12,9%
Cc1ccc(SCC(=O)N2CCC(C(N)=O)CC2)cc1,5%,-3%,-15%,-1%,8%,0,4%,4,3%
Cc1nc(NCC2CCCO2)c2oc3ccccc3c2n1 (stereo not drawn),-7%,-14%,-6%,7%,0%,3,-26%,-5,7%
COc1cccc(-c2csc(N3CCN(C(=S)Nc4ccccc4OC)CC3)n2)c1,-1%,8.2µM*,-3%,10%,4%,-15,?,8,-14%
CCOC(=O)c1ccc(NC(=O)N2CCc3ccccc32)cc1,1%,10%,-1%,?,?,0,-17%,-31,?
COc1cc(NC(=O)CN2CCN(c3ccccc3)CC2)c(C)cc1[N+](=O)[O-],-14%,-4%,0%,15%,15%,15,?,2,2%
COc1ccccc1CNC(=O)c1cccc2c1C(=O)N(Cc1cccnc1)C2,2%,-1%,-6%,-1%,0%,-27,2%,-9,20%
COc1ccc(NC(=O)C(NC(C)=O)C(=O)NCc2ccccc2OC)cc1 (stereo not drawn),0%,-3%,2%,13%,7%,3,-4%,1,-5%
CC(=O)c1cccc(-c2ccnc3c2CC(C(=O)NCc2ccco2)O3)c1 (stereo not drawn),?,nt,nt,?,1.3µM*,53,0.92µM*,-21,1.2µM*
COc1cccc(CNC(=O)C(=O)N2CCC3(CC2)OCCN3S(=O)(=O)c2ccc(C)cc2)c1,-16%,12%,5%,0%,-1%,-11,?,2,-6%
O=C(CS(=O)(=O)c1cn(Cc2ccc(Cl)cc2)c2ccccc12)N1CCCC1,-6%,-2%,-3%,-9%,5%,-7,3%,-2,-8%
C=CCC(NCc1ccccc1)c1ccccc1 (stereo not drawn),-4%,8%,1%,1%,0%,-6,24%,-2,3%
O=C1c2ccccc2[C@@H]2C[C@@H](O)[C@H](Nc3cccc4ccccc34)CCN12,3%,?,18µM*,-3%,-6%,-7,0%,-53,0%
COc1cc(OC)c(N(C)C(=O)c2cc3c(=O)oc4ccccc4c3s2)cc1Cl,1%,nt,nt,nt,nt,nt,?,1,-3%
Cc1cc(C(C)(C)C)cc(C)c1CCNC(=O)c1ccc[n+]([O-])c1,-6%,23%,5%,?,?,-5,-19%,-13,?
Cc1ccc2cccc(NC(=O)C(C)(C)Oc3ccc(Br)cc3)c2n1,13%,nt,nt,nt,nt,nt,-16%,3,0%
COC(=O)CNS(=O)(=O)c1ccc(Cc2ccc(S(=O)(=O)NCC(=O)OC)cc2)cc1,16%,-2%,-1%,9%,-8%,-100*,14%,8,-2%

# Four compounds out of the list, sorted by molar mass, low to high.
SMILES,GLP1R cytotox,MCF10A rereplic,SW480 rereplic,HT1080-NT tox,HT1080 IDH1KD tx,IL1B secr inh,KB-V1 MDR tox,DRD3 agonist,KB-3-1 tox
Cc1cc(C(C)(C)C)cc(C)c1CCNC(=O)c1ccc[n+]([O-])c1,-6%,23%,5%,?,?,-5,-19%,-13,?
O=C1c2ccccc2[C@@H]2C[C@@H](O)[C@H](Nc3cccc4ccccc34)CCN12,3%,?,18µM*,-3%,-6%,-7,0%,-53,0%
COc1ccccc1CNC(=O)c1cccc2c1C(=O)N(Cc1cccnc1)C2,2%,-1%,-6%,-1%,0%,-27,2%,-9,20%
Cc1ccc2cccc(NC(=O)C(C)(C)Oc3ccc(Br)cc3)c2n1,13%,nt,nt,nt,nt,nt,-16%,3,0%

# The listing continues.
SMILES,GLP1R cytotox,MCF10A rereplic,SW480 rereplic,HT1080-NT tox,HT1080 IDH1KD tx,IL1B secr inh,KB-V1 MDR tox,DRD3 agonist,KB-3-1 tox
Cc1ccc(C)c(OC(=O)CSc2nnc(CNC(=O)c3ccccc3)o2)c1,-3%,nt,nt,nt,nt,nt,26%,-9,4%
CCCOC(=O)C1=C(C)NC2=C(C(=O)CCC2)C1c1ccc(N(C)C)cc1 (stereo not drawn),-25%,-2%,-7%,0%,4%[9.24 µM],-17,-17%,11,-1%
COc1cc(C(F)(F)F)c(C(=O)N(C)Cc2cc(Cl)cc(Cl)c2)cn1,3%,9%,-15%,11%,-8%,15,?,7,-20%
O=C(CCN1C(=O)C2CCCCC2C1=O)Nc1nc2c(F)cc(F)cc2s1 (stereo not drawn),-6%,12%,-4%,0%,13%,21,0%,1,0%
Cc1ccc(S(=O)(=O)N(CC(=O)N2CCOCC2)c2ccc(C(C)C)cc2)cc1,-16%,4%,0%,-17%,-17%,-5,?,-2,8%
CC(C)(C)OC(=O)NCCc1nnc(SCC(=O)c2ccc(Cl)cc2)o1,-3%,?,4%,8%,0%,-17,?,3,-21%
N#Cc1cccc(C(c2nnnn2C2CCCC2)N2CCCCCC2)c1 (stereo not drawn),7%,33%,?,-6%,-17%,-18,?,-4,-6%
COc1cc(C)nc(NS(=O)(=O)c2ccccc2Cl)n1,-2%,2%,-10%,7%,0%,20,24%,5,-16%
O=C(CCC1CCN(Cc2ccccc2O)CC1)NC1CC1,0%,2%,-5%,-5%,-6%,2,-6%,-8,-2%
COc1ccc(-c2nc(-n3c(C)c(C(C)=O)c(C(C)=O)c3C)sc2C)cc1OC,-25%,?,-7%,7%,6%,2,15µM*,8,-23%
Cc1cc(NC(=O)CCC(=O)N(C2CC2)C2(C(=O)NC3CCCC3)CCC(C)CC2)no1 (stereo not drawn),15%,1%,7%,-5%,-1%,-5,-11%,-2,-3%
C=CCn1c(CCC(=O)O)ccc1-c1ccccc1,3%,2%,1%,0%,-5%,-77*,3%,-6,?
CN(C)/C=C1\NC(=S)N(c2ccccc2)C1=O,-5%,-4%,1%,3%,-10%,-5,14%,6,5%
NC(=O)CC(NC(=O)Cc1cccc2ccccc12)c1ccc(NCCN2CCCCC2)c([N+](=O)[O-])c1 (stereo not drawn),2%,-5%,-12%,18%,-5%,-6,2%,3,6%
FC(F)(F)c1cccc(-c2cc(C3CCNCC3)[nH]n2)c1,?,?,?,16µM*,?,?,7%,7,-27%
CC(C)N1CCN(Cc2coc3ccccc3c2=O)CC1CCO (stereo not drawn),0%,-6%,1%,-4%,2%,-1,-1%,1,-5%
CCCCc1c(C)nc2c(OC)cccc2c1SCCC(=O)O,14%,-2%,-1%,-4%,-5%,3,-7%,-6,-1%
Cc1ccc(N(CC(=O)Nc2ccccc2C(=O)N2CCOCC2)S(C)(=O)=O)cc1,-1%,-3%,-1%[9.22 µM],11%,13%,1,0%,1,0%
Cc1cc(=O)oc2cc(OCC(=O)Nc3ccc(CN4CCOCC4)cc3)ccc12,-13%,0%,?,14%,24%,-28,?,3,12%
COc1ccc(-c2cc(C(=O)NC3CCCCC3)no2)cc1OC,12%,?,-4%,5%,14%,3,-7%,3,7%
COc1cc(-c2nnc(SCC3(c4ccccc4)OCCO3)o2)cc(OC)c1OC,3%,12%,-4%[9.22 µM],0%,-5%,-27,-26%,10,-11%
O=C(CCSc1ccccc1)NCC1CCCO1 (stereo not drawn),6%,-2%,-4%,4%,0%,27,0%,3,2%
COc1cc(CNCCNCC(C)O)ccc1OCc1ccc(Cl)nc1 (stereo not drawn),-16%,0%,0%,1%,-1%,-2,11%,-2,4%

# Random draw from the library. Share with any hit: about 11%.
